Compound activity: PubChem, several laboratories
TRPC4 agonist: activators of mouse TRPC4 channel, primary screen, Fluo4 calcium, HEK293 TRPC4beta/mu-opioid cells | Short transient receptor potential channel 4 (Mus musculus), Q9QUQ5 | B-score at 10 µM | Fluo4 calcium fluorescence; active compounds read high | AID 2237, 2010 | hit rate 0.49% among 310,000;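 active = B-score above 5 SD of library B-scores, and initial fluorescence ratio not above library mean plus 5 SD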;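 note: positive B-score marks a calcium rise read as TRPC4 activation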
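Technique: kinetic Fluo4 calcium fluorescence; Test system: TRPC4beta and mu-opioid receptor HEK293 stable cells; Measure: B-scored integrated calcium fluorescence ratio; Benchmarks: low control buffer alone, high control maximal DAMGO; Schedule: 45 min room-temperature Fluo4 loading, 110 s read.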
TRPC4 inh: inhibitors of mouse TRPC4 channel, primary screen, Fluo4 calcium, HEK293 TRPC4beta/mu-opioid cells; Short transient receptor potential channel 4 (Mus musculus), Q9QUQ5; DAMGO-evoked Fluo4 calcium flux; active compounds read low; B-score at 10 µM; hit rate 0.39% among 300,000; AID 2247, 2010;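 active = B-score over 3 SD under the library average, no early fluorescence shift, positive overall ratio signal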
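material = TRPC4beta/mu-opioid receptor HEK293 cell line | probe or stimulus = sequential submaximal and maximal DAMGO stimulation | compound dosing = one concentration per compound | measured by = Fluo4 Ca2+ flux fluorescence | evaluation = integrated fluorescence ratio relative to baseline, converted to per-well B score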
TRPC4 potent: positive allosteric modulators of TRPC4, primary screen, cell-based, mouse TRPC4beta, HEK293 mu-opioid, Fluo-4 calcium; Short transient receptor potential channel 4 (Mus musculus), Q9QUQ5; DAMGO EC20, Fluo-4 Ca2+ flux; active compounds read high; B-score at 10 µM; hit rate 0.42% among 310,000; AID 2227, 2009;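 active = B-score of calcium response area above 5 SD of library B-scores, with initial fluorescence ratio within 5 SD of library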;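 note: B-score of integrated fluorescence ratio over time as area under calcium response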
MrgX1 antag: antagonists of human MrgX1 receptor, primary screen, HEK293 cells, Fluo-4 calcium flux; B-score at 10 µM; BAM8-22 antagonism; active compounds read low; AID 588676, 2011; hit rate 1.3% among 310,000; Mas-related G-protein coupled receptor member X1 (Homo sapiens), Q96LB2;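 active = calcium-response B-score plate-corrected more than 3 library SD below zero, starting fluorescence within 5 deviations, no agonist response on first addition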;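 note: peak minus trough fluorescence over baseline after final BAM8-22 challenge near maximal dose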
Target sequence (Q96LB2 whole entry, looked up): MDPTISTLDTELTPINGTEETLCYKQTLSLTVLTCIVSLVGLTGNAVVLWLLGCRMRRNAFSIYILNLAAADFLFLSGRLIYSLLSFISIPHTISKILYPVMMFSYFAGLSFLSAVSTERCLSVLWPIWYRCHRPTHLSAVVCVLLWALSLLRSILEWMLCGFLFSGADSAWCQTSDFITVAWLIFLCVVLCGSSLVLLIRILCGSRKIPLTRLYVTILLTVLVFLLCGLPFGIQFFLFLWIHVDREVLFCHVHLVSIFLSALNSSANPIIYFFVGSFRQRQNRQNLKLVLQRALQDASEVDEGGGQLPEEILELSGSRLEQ
TRPC6 act: mouse TRPC6 channel activators, primary screen, cell-based, HEK293, membrane potential dye | Short transient receptor potential channel 6 (Mus musculus), Q61143 | HEK293-TRPC6 membrane potential dye fluorescence; active compounds read high | B-score at 10 µM | hit rate 0.13% among 310,000 | AID 2550, 2010;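 active = B-score of the integrated fluorescence ratio above library mean plus 3 SD, and starting fluorescence ratio within library mean plus 5 SD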;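 note: higher score means more depolarization so channel activation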
aSyn UTR inh: MLPCN primary screen, SNCA 5' untranslated region; alpha-synuclein 5'UTR reporter, inhibitor activity; inhibition, % (tested at 7.5 µM); hit rate 0.82% among 300,000; in the data active = inhibition above about 60%;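 note: H4 neuroglioblastoma cells stably carrying SNCA 5'UTR luciferase fusion; 0% = DMSO wells and 100% = positive control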
HIF activator: HIF pathway transcriptional activators, primary screen, cell-based, U2OS HRE-luciferase, luminescence; U2OS HRE-luciferase reporter; normalized: DMSO 0%, desferrioxamine 100%; activation, % at 7.5 µM (by protocol); hit rate 0.32% among 300,000;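 active = mean activation of at least 10% of the iron chelator positive control signal, with at least half of replicates also reaching 10%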
TRPC6 inhibitor: mouse TRPC6 channel inhibitors, primary screen, cell-based, HEK293, membrane potential dye; ACh-evoked depolarization; active compounds read low; B-score at 10 µM; hit rate 1.1% among 310,000; AID 2553, 2010;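 active = B-score under library mean minus 3 SD, initial fluorescence not abnormally high, positive integrated signal ratio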;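 note: B-score derived from integrated fluorescence ratio over the kinetic read; more negative B-score means stronger inhibition of depolarization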
KLF5 inhibitor: KLF5 expression inhibitors, primary screen, DLD-1 cells, luminescence | hit rate 0.23% among 290,000 | DLD-1 KLF5 promoter-luciferase reporter | inhibition, % at 5 µM;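 active = inhibition above a per-plate limit of that plate's mean compound inhibition plus 3 SD, cut at about 60% in these data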;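 note: 0% = DMSO wells and 100% = LY294002 at 200 µM; higher means less KLF5 promoter-driven luciferase light; inactives centre near -14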
IEC-6 tox: cytotoxicity in IEC-6 intestinal epithelial cells, primary screen, cytotoxicity control for KLF5 inhibitor project, cell-based, luminescence; hit rate 0.78% among 290,000; inhibition, % at 5 µM; IEC-6 cytotoxicity, luminescence viability; AID 1825, 2009; in the data active = inhibition above about 22%;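 note: 0% = plate median of test compound wells and 100% = cytotoxic reference compound wells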
SKKanGAS inh: S. pyogenes SKKanGAS growth inhibitors in kanamycin, primary screen, streptokinase expression inhibitor project, SKKanGAS strain, BacTiter-Glo luminescence | 6 h | inhibition, % at 7.5 µM | hit rate 1.3% among 300,000;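 active = mean replicate score, as percent of positive control median, at least 50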;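 note: strain carries kanamycin resistance gene driven by streptokinase promoter and grows in 40 µg/ml kanamycin; loss of luminescence reflects streptokinase promoter inhibition or plain growth inhibition; 0% = median of DMSO wells and 100% = positive control at its reference dose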
An asterisk follows results filed as active; i = inactive; . = no result given. Random draw from the library. Share with any hit: about 5.8%.

SMILES | TRPC4 agonist | TRPC4 inh | TRPC4 potent | MrgX1 antag | TRPC6 act | aSyn UTR inh | HIF activator | TRPC6 inhibitor | KLF5 inhibitor | IEC-6 tox | SKKanGAS inh
COCCn1c(SCC(=O)Nc2sccc2C(N)=O)nc2cc(Cl)ccc2c1=O | i | i | i | i | i | 24 | -1.1 | i | -18 | 0 | -15
CCC(NC(=S)NC1CCCCC1)c1ccc(C(C)C)cc1 (stereo not drawn) | i | i | i | -5.3* | i | -2 | -0.4 | i | -8 | -6 | 65*
Cc1nc(NC(=S)NC(=O)c2ccccc2)sc1C(=O)N(C)C | i | i | i | i | i | -34 | 1.1 | i | -57 | -1 | 3
Cc1cc(C)c(C#N)c(SCC(=O)Nc2nnc(-c3ccccc3)s2)n1 | i | i | i | i | i | -5 | 0.6 | i | -36 | -7 | 12
O=C(Nc1ccccc1)C1=C[C@@H](c2coc3ccccc3c2=O)C[C@@H](OCCCCO)O1 | i | i | i | i | i | 23 | -0.1 | i | -25 | -5 | 0
O=S(=O)(c1ccc(N2CCOCC2)nc1)N1CCOCC1 | i | i | i | i | i | 8 | -0.2 | i | -30 | 0 | -3
CCc1nc2oc3ccccc3c(=O)c2c(=O)n1CCOC | i | i | i | i | i | -5 | -0.4 | i | -24 | 0 | 9
COc1ccc(/C=N/n2cc(-c3ccc(OC)cc3)nc2N)cc1 | i | i | i | i | i | -16 | 0.1 | i | -23 | -2 | 4
CN(C)S(=O)(=O)c1ccc(N2CCCC2)c(C(=O)Nc2nc(-c3ccc(F)c(F)c3)cs2)c1 | i | i | i | i | i | 18 | -0.7 | i | -13 | -7 | -12
Cc1ccc2c(c1)c(Sc1ccccc1)c(CC(=O)O)n2C | i | i | i | i | i | -30 | 0.6 | i | -13 | 7 | 2
CCn1c(CSc2nc3ccccc3s2)nnc1SCC(=O)c1ccc(Cl)cc1 | i | i | i | i | i | 4 | 0.3 | i | 2 | 6 | 5
COC(=O)NC(=S)Nc1ccc(Oc2ccc(Cl)cc2)c(Cl)c1 | i | i | i | i | i | 33 | -0.2 | i | -46 | 2 | -6
O=C(CSc1nc(-c2ccc(F)cc2)cc(C(F)(F)F)n1)NCc1ccco1 | i | i | i | i | i | 14 | 0.1 | i | 3 | 3 | 2
CN(C)CCCSc1nc(-c2ccccc2)nc2c1CCC2 | i | i | 16* | i | i | 2 | 0.1 | i | 4 | -1 | 1
Cc1[nH]c(=S)c(C#N)c(C)c1CC(=O)c1ccc(Br)cc1 | i | i | i | i | i | 15 | 0.0 | i | 4 | -4 | -3
CCOC(=O)/C=C1\SCC(=O)N1CC(=O)NCCOC | i | i | i | i | i | -25 | -0.5 | i | 5 | -5 | -12
O=C1/C(=C/c2ccc(F)cc2)SC(=S)N1Nc1ncc(C(F)(F)F)cc1Cl | i | i | i | i | i | 0 | -1.0 | i | -26 | 2 | 18
O=C(Nc1ccc(OCc2ccccc2)cc1)Nc1ccccc1C(=O)NCCCN1CCOCC1 | i | i | i | i | i | -35 | 0.3 | i | -21 | 8 | 9
CCOc1ccc(NS(=O)(=O)c2ccc(C(=O)NCC(c3ccccc3OC)N3CCCC3)cc2)cc1 (stereo not drawn) | i | i | i | i | i | -8 | 0.2 | i | . | . | 0
CCCCCC1CC1C(=O)N/N=C/c1ccc(N(C)C)cc1 (stereo not drawn) | i | i | i | i | i | -18 | -0.4 | i | 0 | 6 | 4
COc1cccc(N2C(=O)CC(Sc3nc(C)cc(C)n3)C2=O)c1 (stereo not drawn) | i | i | i | i | i | 0 | 0.2 | i | -28 | 7 | -2
COC(=O)C1CSC(C)(C)C(=O)N1 (stereo not drawn) | i | i | i | i | i | -21 | -0.5 | i | -15 | 6 | 2
O=C(CCn1c(=O)oc2ccccc21)NCCCN1CCN(c2ccc(F)cc2)CC1 | i | i | i | i | i | 13 | -1.1 | i | 0 | 0 | -5
COc1ccc(CCNc2ncnc3c2oc2ccccc23)cc1OC | i | i | i | -4.6* | i | -44 | -0.1 | i | 1 | 18 | 4
O=S(=O)(c1ccccc1)N1CCN=C1SCc1cccnc1 | i | i | i | i | i | 0 | -0.2 | i | -11 | -1 | -8
Additional structures.
SMILES | TRPC4 agonist | TRPC4 inh | TRPC4 potent | MrgX1 antag | TRPC6 act | aSyn UTR inh | HIF activator | TRPC6 inhibitor | KLF5 inhibitor | IEC-6 tox | SKKanGAS inh
CCN(C(=O)COC(=O)C1CCN(S(=O)(=O)c2ccc3c(c2)OCCO3)CC1)C1CCS(=O)(=O)C1 (stereo not drawn) | i | i | i | i | i | 13 | 1.0 | i | . | . | -3
COc1cc(OC)c(OC)cc1CN1CCN(c2ccc(F)cc2)CC1 | i | i | i | i | i | -4 | 0.7 | i | -28 | 1 | -1
CC(C)c1ccc(NCCC(=O)c2cccs2)cc1 | i | i | i | i | i | -217 | 2.3 | i | -52 | -4 | 4
Cc1nc([N+](=O)[O-])c(C(=O)OCc2ccc(C#N)cc2)n1C | i | i | i | i | i | -6 | -0.3 | i | 5 | 2 | 2
NS(=O)(=O)c1ccc(CNc2ncnc3sccc23)cc1 | i | i | i | i | i | 8 | 2.2 | i | -26 | 2 | -1
CCOc1cc(/C=C2\N=C(SC)SC2=O)cc([N+](=O)[O-])c1OC(C)=O | i | i | i | i | i | 21 | -0.2 | -5.1* | 11 | -9 | 8
CCCC1C(=O)N(c2ccccc2)C1c1ccccc1 (stereo not drawn) | i | i | i | i | i | -17 | -0.4 | i | -6 | -5 | 20
Cc1cccc(C(=O)Nc2cccc(C(=O)NC3CCCC3)c2)c1 | i | i | i | i | i | -15 | 0.5 | i | -17 | 3 | -1
O=C(CCC(=O)N(CC(=O)NC1CCCCC1)c1ccc2c(c1)OCO2)Nc1ccccn1 | i | i | i | i | i | -17 | 0.3 | i | 5 | -1 | -6
COc1ccccc1N1CCN(S(=O)(=O)c2cc3c(cc2C)NC(=O)CO3)CC1 | i | i | i | i | i | 12 | -0.3 | i | -5 | 3 | -2
CC(C)Nc1nc2nonc2nc1Nc1ccccc1 | i | i | i | i | i | 9 | -1.0 | i | -3 | -6 | 21
CCOc1ccc2ccccc2c1/C=N/NC(=O)c1cc(C)[nH]n1 | i | i | i | i | i | 7 | 0.1 | i | 2 | 4 | -3
COc1cccc2c1C(=O)CC2NC(=O)C(F)(F)F (stereo not drawn) | i | i | i | i | i | -29 | -1.6 | i | 0 | -9 | 1
Cc1ccc(NC(=O)C2CCCN2C(=O)NC2CCCCC2)cc1 (stereo not drawn) | i | i | i | i | i | 7 | -0.3 | i | 13 | 0 | 3
COc1ccc(NC(=O)N2CCN(C(=O)C(Cc3ccc(F)cc3)NC(C)=O)CC2)cc1 (stereo not drawn) | i | i | i | i | i | -19 | 1.2 | i | -66 | -6 | -1
O=C(O)CCCC(=O)N1CC(=O)Nc2ccccc21 | i | i | i | i | i | 18 | 0.3 | i | -42 | -2 | -2
CN1CCN(CCC(=O)N/N=C/c2cc([N+](=O)[O-])ccc2O)CC1 | i | i | i | i | i | 3 | -0.4 | i | -29 | -1 | 8
Cc1cc(N2CCN(C)CC2)nc2ccc(NC(=S)NCCCN3CCc4ccccc4C3)cc12 | i | i | i | i | i | -27 | 1.0 | i | -19 | 1 | -1
COc1ccc(-c2nc(N)nc(C(F)(F)F)c2-c2cscn2)c(O)c1 | i | i | i | i | i | 4 | -0.2 | i | -18 | -6 | -6
Cc1csc(NC(=O)NCC2CCCC(CNC(=O)Nc3nc(C)cs3)C2)n1 (stereo not drawn) | i | i | i | i | i | -66 | 3.7 | i | -25 | -7 | 9
COc1ccc(CNC(=O)CSc2ccsc2[N+](=O)[O-])cc1 | i | i | i | i | i | -117 | 2.9 | i | -62 | 8 | -8
CC(C)CN1C=C2C(=O)C(C)(OC(=O)C3CCCC3)C(=O)C=C2C=C1c1ccsc1 (stereo not drawn) | i | i | i | i | i | 28 | 0.2 | i | . | . | 2
COc1ccc(CCn2c(=N)c(C(=O)NCC3CCCO3)cc3c(=O)n4cccc(C)c4nc32)cc1 (stereo not drawn) | i | i | i | i | i | -116 | 0.9 | i | -19 | 5 | 4
Cc1cccc(NC(=O)C2CCCN(S(=O)(=O)c3cccc4nsnc34)C2)n1 (stereo not drawn) | i | i | i | i | i | -16 | -1.1 | i | 1 | 0 | -5
O=C(CSc1ccccc1C(=O)O)Nc1cccc(C(=O)O)c1 | i | i | i | i | i | -45 | 1.0 | i | -16 | -2 | -9
New compounds follow.
SMILES | TRPC4 agonist | TRPC4 inh | TRPC4 potent | MrgX1 antag | TRPC6 act | aSyn UTR inh | HIF activator | TRPC6 inhibitor | KLF5 inhibitor | IEC-6 tox | SKKanGAS inh
Cc1ccsc1C(=O)OCc1nc2ccsc2c(=O)[nH]1 | i | i | i | i | i | -6 | 0.3 | i | . | . | 0
CCOC(=O)C1CCCN(C(=O)CSc2ccccc2)C1 (stereo not drawn) | i | i | i | i | i | -25 | 0.9 | i | -35 | -7 | -5
Cc1cc(=O)n(C)c(=O)n1CCCCCCOc1ccc([N+](=O)[O-])cc1 | i | i | i | i | i | 7 | -0.2 | i | -23 | -1 | -15
Cc1ccc(Cl)cc1Nc1nc(-c2sc(NC(=O)c3ccco3)nc2C)cs1 | i | i | i | i | i | 8 | -1.5 | i | -13 | -3 | 35
CCc1ccc(CN(C)C(=O)C2CCC(=O)N(Cc3ccccn3)C2)cc1 (stereo not drawn) | i | i | i | i | i | -7 | 0.4 | i | -12 | 4 | -6
COCC(C)NC(=O)COc1ccc(Cl)cc1Cl (stereo not drawn) | i | i | i | i | i | 16 | -0.5 | i | -44 | 6 | 5
O=C(Nc1ccccc1)NC1CCCCCCC1 | i | i | i | i | i | -106 | 1.4 | i | . | . | -3
Cc1c(CC(=O)O)c(=O)oc2cc3oc4c(c3cc12)CCCC4 | i | i | i | i | i | -1 | 0.6 | i | 8 | 2 | 7
